Screens deposited in PubChem by National Center for Advancing Translational Sciences (NCATS).
S3 lipid droplet: qHTS Assay for Lipid Storage Modulators in Drosophila S3 Cells; Drosophila S3 cells, BODIPY lipid droplet fluorescence, 18-24 h; cells fed with added oleic acid; Potency in µM for hits, for the others lipid storage change, negative = inhibition, % at the top dose, mostly 46.1 µM; hit rate 0.64% among 320,000; AID 2685; active means well fitted inhibition curve with a large enough effect in the signal ratio, with a control signal flat, not every such curve was filed as active; inconclusive means small, poorly fitted or top-dose-only effect, or effect the other way, or a change in a side signal; the % refers to the signal ratio
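Laser-scanning cytometry quantifies lipid droplet accumulation (500–530 nm total intensity; droplet/cell object ratio) in oleic acid-fed (400 uM added) Drosophila S3 cells treated with a concentration series. 20 uM Triacsin C defined 100% inhibition.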
S3 lipid droplet cell count max: second read-out of S3 lipid droplet, no call of its own (marks repeat the call); cell number change, %; measured here: cell count max response;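 cells counted by Cell Tracker Red CMTPX staining in the red channel; peak over a dose series mostly up to 46.1 µM; percent activity relative to internal control wells on each plate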
Active calls of the source: *; i = inactive; u = inconclusive; x = no result given. On the % scale 0 is the no-effect control and ±100 the full control effect; potency means the concentration at half of the fitted maximal effect. Some of the compounds tested; the hit share may differ from the screen's.

SMILES	S3 lipid droplet	S3 lipid droplet cell count max
CC(C)=CCN1CCN(CC#Cc2ccccc2)CC1CCO (stereo not given)	4.2%	3.4
Cc1ccccc1C(=O)Nc1ccc(N2CCN(C(=O)c3ccco3)CC2)cc1	u	x
CCCn1nc(C(=O)N2CCc3ccccc32)c2ccccc2c1=O	u	x
COc1ccccc1NS(=O)(=O)c1cc(NC(=O)C2CC2)ccc1N1CCOCC1	u	x
COc1ccc(/C=C2\CCC(C3CCCC3)C2=O)c(OC)c1 (stereo not given)	u	x
CC(=O)NCCNc1ccc([N+](=O)[O-])cn1	u	x
Cc1c2c(nc3nc4ccccc4n13)CC(C)(C)CC2=O	u	x
c1ccc(-c2cn3nc(-c4ccccc4)c(-c4ccccc4)nc3n2)cc1	-0.2%	19.6
Cc1cc(C)cc(NC(=O)C(NCCN2CCOCC2)c2ccccc2)c1 (stereo not given)	u	x
O=C(Cc1ccccc1)NN1C(=O)/C(=C/c2ccc(C(=O)O)cc2)SC1=S	u	x
O=C(Nc1ccc(NC(=O)c2ccco2)nc1)c1cccc(F)c1	u	x
O=C(NCC1(c2ccccc2)CCOCC1)c1ccc(Br)o1	13.7%	-8.8
CCCCn1c(N)c(N(CCC(C)C)C(=O)c2oc3ccc(OCC)cc3c2C)c(=O)[nH]c1=O	u	x
CC(=O)Nc1ccc(S(=O)(=O)NCC(=O)OCC(=O)NC(=O)C2CCCCC2)cc1	u	x
Cc1ccc(NC(=O)CC2C(=O)N(Cc3ccccc3)C(=S)N2NC(=O)c2cccc(F)c2)c(C)c1 (stereo not given)	-5.6%	-17.0
Cc1cc(C)c(O)c(NC(=S)NC(=O)Cc2ccccc2)c1	i	-14.2
O=C(COC(=O)c1ccco1)NCc1ccco1	u	x
Cn1ccsc1=NC(=O)c1cccc(OC(F)F)c1	26.6%	-7.0
CCCC(=O)Nc1c2c(nn1-c1cccc(Cl)c1)CS(=O)(=O)C2	u	x
CCC1Oc2ccccc2N(CC(=O)Nc2ccccc2OC)C1=O (stereo not given)	13.5%	-14.1
COc1ccc(F)cc1S(=O)(=O)NC1CC(C)(C)NC(C)(C)C1	-12.9%	7.4
Cc1cc(NC(=O)C2CCN(S(=O)(=O)c3cccs3)CC2)no1	u	x
CCOC(=O)C1=C(c2ccccc2)NC(=O)NC1c1ccc(OC)cc1OC (stereo not given)	7.5%	-6.6
Cc1ccc(C(=O)COC(=O)CCN2C(=O)C3C4CCC(C4)C3C2=O)cc1C (stereo not given)	14.3%	x
CCn1c(SCC(=O)Nc2ccc(OC)cc2)nc2nc3c(cc2c1=O)CCCC3	u	x
Cc1nn(C)c(=O)c(N)c1-c1cc(-c2ccc(Cl)c(Cl)c2)n[nH]1	2.2%	2.2
COc1cccc(-c2cc(C(=O)NCCCn3ccnc3)no2)c1	u	x
CCOC(=O)c1[nH]c(C)c(/C(O)=C2\C(=O)C(=O)N(CCCN(C)C)C2c2ccncc2)c1C (stereo not given)	u	x
O=C(NCCc1ccccc1)c1ccc(Cl)cc1[N+](=O)[O-]	13.7%	7.5
Cn1ncc(Cl)c1C(=O)N/N=C/c1cc2c(cc1[N+](=O)[O-])OCO2	0.1%	2.2
Clc1ccc(-c2cccs2)nn1	u	x
O=C(O)CN1C(=O)/C(=C\c2cccc(OCc3ccccc3F)c2)SC1=S	u	x
CC(=O)NCCc1ccc(S(=O)(=O)NCc2ccc3c(c2)OCO3)cc1	u	x
CC(C)(C)N/N=C1\CC(c2ccccc2)Oc2ccccc21 (stereo not given)	-6.8%	-9.6
COc1ccc(S(=O)(=O)N2CCOCC2)cc1NC(=O)CSc1cc(C)ccc1C	u	x
Cc1ccc(-n2nnnc2-c2cnc3cc4c(cc3c2C)OCO4)cc1	u	x
C#CCN1C(=O)C(O)(CC(=O)c2cc(OC)ccc2OC)c2ccccc21 (stereo not given)	u	x
CCc1cc(C(=O)N/N=C/c2ccc(O)cc2)c2ccccc2n1	i	-19.8
Nc1nonc1-n1nnc(C(=O)N/N=C/c2cccnc2)c1CSc1ccc(Cl)cc1	i	-7.3
Cc1cc(NC(=O)CS(=O)(=O)c2cn(Cc3ccccc3Cl)c3ccccc23)no1	i	x
O=C(c1cccc(S(=O)(=O)N2CCCCCC2)c1)N1CCN(c2ccccc2F)CC1	u	x
O=C(CS(=O)CC(=O)N(CC(=O)NC1CCCC1)c1ccc2c(c1)OCCO2)Nc1ccc(F)cc1 (stereo not given)	-7.0%	11.4
CCCCNC(=O)c1nn(-c2ccccc2OC)c(=O)c2ccccc12	u	x
CN(C)S(=O)(=O)c1cccc(NC(=O)COC(=O)/C=C/c2cccs2)c1	u	x
O=C(Nc1ccc(Cc2ccncc2)cc1)c1ccc([N+](=O)[O-])o1	u	x
CCOC(=O)Cn1c(=NC(=O)c2nc3ccccc3s2)sc2cc(S(N)(=O)=O)ccc21	u	x
CCOC(=O)c1cc(C(=O)Nc2cccc(C)c2)nn1C	20.5%	-7.2
COc1ccc(C(=O)Nc2cc(C(=O)O)cc(C(=O)O)c2)cc1Cl	-9.3%	9.5
O=C(Oc1ccc(N2C(=O)CCC2=O)cc1)c1ccco1	u	x
CCCCn1c(SCC(=O)Nc2cc(C)on2)nnc1-c1cccs1	u	x
CCN(c1ccc(NC(=O)COC(=O)c2ccc3ccccc3n2)cc1)C(C)C	17.8%	23.1
CCC(=O)Nc1nc2ccc([N+](=O)[O-])cc2s1	-5.0%	-3.5
CCC(CC)c1nnc(NC(=O)COc2ccc3c(c2)OCO3)s1	u	x
CC(O)CN=c1cc(-c2ccccc2)oc2ccc(Cl)cc12 (stereo not given)	-11.4%	1.9
Fc1cccc(F)c1/C=N/Nc1ccccn1	u	x
CC(C(=O)N1CCN(Cc2ccc3c(c2)OCO3)CC1)c1ccc([N+](=O)[O-])cc1 (stereo not given)	u	x
C#CC1CN(Cc2ccccc2)CC(C#C)N1C (stereo not given)	-8.6%	-14.2
O=C(Cc1ccc(Cl)cc1)NNC(=O)c1ccco1	u	x
CCOC(=O)NC(=O)/C(C#N)=N\Nc1ccc(Cl)cc1	-0.3%	1.9
COc1ccc(CNC(=O)CCCn2nc(C)c3c(C)n(-c4ccccc4)nc3c2=O)cc1	u	x
Next part
SMILES	S3 lipid droplet	S3 lipid droplet cell count max
COc1cc(NC(=O)CN2CCC(C(N)=O)(N3CCCCC3)CC2)c(OC)cc1Cl	u	x
Cc1noc(C)c1CSc1ccccc1C(=O)O	u	x
CSc1nsc(NC(=O)OCc2ccc(Cl)cc2)n1	u	x
COc1cc(C(C(=O)NC2CCCC2)N(C(=O)c2snc(C(N)=O)c2N)C2CCCC2)cc(OC)c1OC (stereo not given)	u	x
Nc1nc(NCCO)nc(NCc2ccccc2)c1[N+](=O)[O-]	13.2%	x
CCOC(=O)C1=C(C)N=C(SC)N(C)C1c1ccccc1 (stereo not given)	u	x
COc1ccc(NC(=O)c2cccc3ccccc23)cc1	u	x
COc1cccc(C2CC(c3ccc(C(C)C)cc3)n3nc(N)nc3N2)c1 (stereo not given)	u	x
CCOC(=O)N1CCN(C(=S)NC(=O)C23CC4CC(CC(C4)C2)C3)CC1	10.1%	-28.7
Cc1occc1-c1nnc(SCC(=O)N2CCOCC2)o1	u	x
CCOc1ccc(CCNC(=O)c2nn(C)c3c2CS(=O)(=O)c2ccccc2-3)cc1OCC	u	x
Clc1ccc(-c2cn3ccccc3n2)cc1	i	9.8
COc1cccc(CNC(=O)c2cccc(NC(=O)C3=C(C)OCCS3)c2)c1	i	-16.7
c1ccc2c(c1)[nH]c1c(N3CCN(C4CCCCC4)CC3)ncnc12	-4.1%	0.6
COc1ccc(C2/C(=C(\O)c3ccc4c(c3)OCCO4)C(=O)C(=O)N2Cc2cccnc2)cc1 (stereo not given)	i	-10.9
CCN(CC)CC(=O)Nc1ccc2c(c1)N(C(=O)CN(CC)CC)c1ccccc1CC2	u	x
Cc1nn(-c2ccccc2)c(C)c1C(=O)NCCc1ccc(Cl)cc1	i	5.9
COc1ccccc1C(=O)Nc1ccc(S(=O)(=O)N2CCCCC2c2cccnc2)cc1 (stereo not given)	-5.8%	-11.6
Cc1cc(NC(=O)CSc2cn(CCNC(=O)c3ccc(Cl)cc3)c3ccccc23)no1	u	x
CCOc1ccc(N(CCCCO)C(=S)NC(=O)c2ccc(C)c(Br)c2)cc1	u	x
CC(C(=O)Nc1cccc(S(=O)(=O)N2CCOCC2)c1)N1CCN(C)CC1 (stereo not given)	u	x
CCSc1nccc(-c2nn(-c3ccc(C)cc3)ccc2=O)n1	u	x
Cc1ccccc1N=C1N=C(N)c2ccccc21	3.2%	4.7
O=C(c1ccncc1)c1ccc(N2CCN(C3CC(=O)N(Cc4cccs4)C3=O)CC2)cc1 (stereo not given)	-12.0%	-18.3
O=C(CCC(=O)NC1CCCCCCC1)Nc1nnc(C(F)(F)F)s1	u	x
Cc1ccc(C(=O)N2c3ccc(F)cc3CCC2C)o1 (stereo not given)	i	-2.5
COCCn1c(SCC(=O)Nc2cc(C)on2)nc2c(c1=O)SC(C)C2 (stereo not given)	15.1%	9.0
CC(C)OC(=O)CSc1nc2cc3c(cc2cc1C#N)OCO3	8.9%	0.6
CCC(C(=O)NCc1ccc(F)cc1)N(Cc1ccco1)C(=O)c1snc(C(N)=O)c1N (stereo not given)	24.7%	-6.1
CC(C)C(=O)NC(c1ccc(Cl)cc1Cl)c1ccc2cccnc2c1O (stereo not given)	u	x
C=CCn1c(=S)[nH]c2ccccc2c1=O	8.5%	4.9
O=S(=O)(NCC1CCCO1)c1ccc2ccccc2c1 (stereo not given)	6.4%	0.4
O=C(/C=C/c1ccccc1[N+](=O)[O-])NCCCn1ccnc1	15.1%	-1.6
Cc1ccc(S(=O)(=O)NNC(=O)c2cc(C)cs2)cc1	16.0%	x
CCC(=O)N1CC2(CC(c3cccc(NC(=O)CC(c4ccccc4)c4ccccc4)c3)=NO2)C[C@H]1C(N)=O (stereo not given in full)	8.2%	8.9
CC(NC(=O)CSc1ncccn1)c1ccccc1 (stereo not given)	-0.4%	2.6
CC(C)(C)OC(=O)N1CCC(Cc2cc(-c3cccnc3)no2)(C(=O)O)CC1	u	x
CC(=O)c1cccc(CN2CCC(CO)(CCOc3ccccc3)CC2)c1	u	x
O=[N+]([O-])c1ccc(N2CCN(C(=S)Nc3ccc(F)cc3)CC2)cc1	0.7%	-14.2
COc1ccc(C(=O)Nc2ccc(C(=O)NCCc3ccccc3)cc2)cc1	9.6%	3.4
CC1CN(C(=O)COC(=O)c2ccccc2O)CC(C)O1 (stereo not given)	u	x
CCc1nccn1Cc1cc(C=O)ccc1OC	12.2%	18.0
CCN(C(=O)COC(=O)c1cn(-c2ccccc2)nc1-c1ccccc1)C1CCS(=O)(=O)C1 (stereo not given)	u	x
O=C(NCc1ccccc1)C1CCCN(S(=O)(=O)c2ccc(F)cc2)C1 (stereo not given)	u	x
COc1cc(CCC(=O)NCc2ccc3c(c2)OCO3)cc(OC)c1OC	u	x
O=[N+]([O-])c1cc2c(c(CSc3nnc4ccccn34)c1)OCOC2	5.9%	13.0
COC(=O)[C@@H](NC(=O)NCc1ccco1)C(C)C	i	-2.7
CCC1CCCCN1C(=S)NC1CCCCC1 (stereo not given)	u	x
COc1ccc(CCNC(=O)C(C(=O)c2ccccc2)n2ccccc2=O)cc1OC (stereo not given)	-14.2%	-7.9
Cn1nnnc1SCCNCc1ccccc1OCc1ccc(F)cc1	u	x
CCOc1ccccc1NC(=O)c1ccccc1-c1ccccc1	u	x
CN1CCN(S(=O)(=O)c2ccc(NC(=O)Nc3cccc(Cl)c3)cc2)CC1	i	x
Cc1cccc(SC2CCN(Cc3nc(CC4CC4)no3)CC2)c1	-0.1%	19.9
CCOC(=O)Cc1nnc(NC(=O)C(CC)Sc2nc(C)cc(C)n2)s1 (stereo not given)	i	x
O=C(c1ccco1)N1CCN(C2CC(=O)N(c3ccc(C(F)(F)F)cc3)C2=O)CC1 (stereo not given)	-8.3%	-1.9
